S3 lipid droplet = qHTS Assay for Lipid Storage Modulators in Drosophila S3 Cells; 320,000 tested, 0.64% active; lipid storage change, negative = inhibition, % at the top dose, mostly 46.1 µM; hits show Potency in µM; Drosophila S3 cells, BODIPY lipid droplet fluorescence, 18-24 h; cells fed with added oleic acid; active = well fitted inhibition curve with a large enough effect in the signal ratio, with a control signal flat, not every such curve was filed as active; inconclusive = small, poorly fitted or top-dose-only effect, or effect the other way, or a change in a side signal; the % refers to the signal ratio
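Drosophila S3 cells got compounds at several concentrations plus oleic acid (400 uM solution). Laser-scanning cytometry with 488 nm excitation read lipid droplets at 500-530 nm and cells at 575-640 nm. Percent activity was relative to 20 uM Triacsin C.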
S3 lipid droplet cell count max = further read-out of S3 lipid droplet, marked with its call; cell number change, %; measured here: cell count max response;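 cells counted by Cell Tracker Red CMTPX staining in the red channel; peak over a dose series mostly up to 46.1 µM; percent activity relative to internal control wells on each plate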
Numbers without * were called inactive. % is scaled to controls: 0 for no effect and ±100 for the full control effect; potency is read from the fitted curve at half-maximal effect. This is a subset; rates above refer to the full screens.

Start of the data: the first 14 entries as a preview:
`COc1ccccc1N1CCN(c2ncnc3sc(C)c(-c4ccccc4)c23)CC1` gave S3 lipid droplet -9% and S3 lipid droplet cell count max -15.
For Cc1ccc(S(=O)(=O)N2[C@@H](c3ccc(F)cc3)C(C(=O)O)=CC[C@H]2c2ccc(Cl)cc2)cc1 the results were S3 lipid droplet 14% and S3 lipid droplet cell count max 9.
CCNC(=S)Nc1cc(OCC)c(N2CCOCC2)cc1OCC was read as S3 lipid droplet inconclusive.
Screening CCOC(=O)c1c(NC(=O)COC(=O)c2ccc(C)s2)sc2c1CC(C)(C)NC2(C)C returned S3 lipid droplet inconclusive.
Screening N#C/C(=C/c1cccs1)c1nc2ccccc2[nH]1 returned S3 lipid droplet inconclusive.
CC1CCCCN1CCCNC(=O)c1ccc2c(=O)n(CCc3ccccc3)c(=O)[nH]c2c1 (stereo not given) was read as S3 lipid droplet inconclusive.
Cc1oc2cc3oc(=O)c(CCC(=O)NCCCN4CCOCC4)c(C)c3cc2c1C was read as S3 lipid droplet inconclusive.
COc1cccc(NC(=O)C(c2ccccc2)N2CCN(c3ccccn3)CC2)c1 (stereo not given) was read as S3 lipid droplet -14% and S3 lipid droplet cell count max -13.
`Cc1ccc(NC(=S)NC2CCCC2)c(C)c1` gave S3 lipid droplet inconclusive.
`CC(=O)C1=C(O)C(=O)N(c2ccccn2)C1c1ccccc1[N+](=O)[O-]` (stereo not given) gave S3 lipid droplet -7% and S3 lipid droplet cell count max -3.
Screening CCCN(CC(=O)Nc1ccccc1C)C(=O)/C=C/c1ccc(OCC)c(OC)c1 returned S3 lipid droplet inconclusive.
Screening OCCCNc1ncnc2sc3c(c12)CCN(Cc1ccccc1)C3 returned S3 lipid droplet -2% and S3 lipid droplet cell count max 7.
`O=C(COC(=O)CNC(=O)c1ccc(Br)o1)Nc1ccccc1OC(F)F` gave S3 lipid droplet 8% and S3 lipid droplet cell count max 24.
For COc1ccc(CN2CCN(Cc3cccc(Oc4ccccc4)c3)CC2)c(OC)c1OC the results were S3 lipid droplet inconclusive.

All compounds of this part, previewed entries included:
`COc1ccccc1N1CCN(c2ncnc3sc(C)c(-c4ccccc4)c23)CC1` gave S3 lipid droplet -9% and S3 lipid droplet cell count max -15.
For Cc1ccc(S(=O)(=O)N2[C@@H](c3ccc(F)cc3)C(C(=O)O)=CC[C@H]2c2ccc(Cl)cc2)cc1 the results were S3 lipid droplet 14% and S3 lipid droplet cell count max 9.
CCNC(=S)Nc1cc(OCC)c(N2CCOCC2)cc1OCC was read as S3 lipid droplet inconclusive.
Screening CCOC(=O)c1c(NC(=O)COC(=O)c2ccc(C)s2)sc2c1CC(C)(C)NC2(C)C returned S3 lipid droplet inconclusive.
Screening N#C/C(=C/c1cccs1)c1nc2ccccc2[nH]1 returned S3 lipid droplet inconclusive.
CC1CCCCN1CCCNC(=O)c1ccc2c(=O)n(CCc3ccccc3)c(=O)[nH]c2c1 (stereo not given) was read as S3 lipid droplet inconclusive.
Cc1oc2cc3oc(=O)c(CCC(=O)NCCCN4CCOCC4)c(C)c3cc2c1C was read as S3 lipid droplet inconclusive.
COc1cccc(NC(=O)C(c2ccccc2)N2CCN(c3ccccn3)CC2)c1 (stereo not given) was read as S3 lipid droplet -14% and S3 lipid droplet cell count max -13.
`Cc1ccc(NC(=S)NC2CCCC2)c(C)c1` gave S3 lipid droplet inconclusive.
`CC(=O)C1=C(O)C(=O)N(c2ccccn2)C1c1ccccc1[N+](=O)[O-]` (stereo not given) gave S3 lipid droplet -7% and S3 lipid droplet cell count max -3.
Screening CCCN(CC(=O)Nc1ccccc1C)C(=O)/C=C/c1ccc(OCC)c(OC)c1 returned S3 lipid droplet inconclusive.
Screening OCCCNc1ncnc2sc3c(c12)CCN(Cc1ccccc1)C3 returned S3 lipid droplet -2% and S3 lipid droplet cell count max 7.
`O=C(COC(=O)CNC(=O)c1ccc(Br)o1)Nc1ccccc1OC(F)F` gave S3 lipid droplet 8% and S3 lipid droplet cell count max 24.
For COc1ccc(CN2CCN(Cc3cccc(Oc4ccccc4)c3)CC2)c(OC)c1OC the results were S3 lipid droplet inconclusive.
`CCOc1ccc(NC(C)C(=O)N/N=C/c2cccs2)cc1` (stereo not given) gave S3 lipid droplet inconclusive.
Screening Cc1ccc(NC2CCCN(C(=O)c3cnc4ccccn4c3=O)C2)cc1C (stereo not given) returned S3 lipid droplet -4% and S3 lipid droplet cell count max 10.
CCOc1ccc(NC(=O)c2cc(OC)nc3ccccc23)cc1 was read as S3 lipid droplet -7% and S3 lipid droplet cell count max -20.
Screening O=C(/C=C/c1ccco1)NCCc1ccccc1 returned S3 lipid droplet -1%.
`COc1cccc(OC)c1OCC(O)CN1CCN(c2ccccc2)CC1` (stereo not given) gave S3 lipid droplet inconclusive.
CC(C)CCC(C)NC(=O)C1CCN(S(=O)(=O)/C=C/c2ccccc2)CC1 (stereo not given) was read as S3 lipid droplet inconclusive.
Screening COc1ccc(N(CC(O)CN2C(=O)NC(C)(C)C2=O)S(=O)(=O)c2ccc(C)cc2)cc1 (stereo not given) returned S3 lipid droplet inconclusive.
Screening O=C(Nc1cc2c(cc1C(=O)O)OCCCO2)c1ccc(C(F)(F)F)cc1 returned S3 lipid droplet inconclusive.
For CCCCS/C(N)=N/N=C/c1ccccc1O the results were S3 lipid droplet inactive and S3 lipid droplet cell count max 25.
For COc1ccccc1-c1nc(C(N)=O)c2[nH]c(=O)n(-c3cccc(C)c3)c2n1 the results were S3 lipid droplet inconclusive.
Screening O=C(NC1CCCC1)C1CCCN(C(=O)Nc2ccccc2)C1 (stereo not given) returned S3 lipid droplet inconclusive.
COc1cc(CSc2ncn[nH]2)c(OC)cc1CSc1ncn[nH]1 was read as S3 lipid droplet -11% and S3 lipid droplet cell count max -10.
`CCC(C)NS(=O)(=O)c1ccc(OCC(=O)N2CCC(C)CC2)cc1` (stereo not given) gave S3 lipid droplet 1% and S3 lipid droplet cell count max 18.
COc1ccc(C2CC(c3ccc(Cl)cc3)=NN2C(C)=O)cc1 (stereo not given) was read as S3 lipid droplet 14% and S3 lipid droplet cell count max -13.
For CSCCC(N=C(NS(=O)(=O)c1ccc(C)cc1)c1ccccc1)C(=O)O (stereo not given) the results were S3 lipid droplet inconclusive.
COc1cccc(N2CCN(c3ccc4nnc(CCC(=O)Nc5ccccc5OC)n4n3)CC2)c1 was read as S3 lipid droplet inactive and S3 lipid droplet cell count max 15.
`COc1ccccc1NS(=O)(=O)c1cc(NC(=S)Nc2cc(C)cc(C)c2)ccc1Cl` gave S3 lipid droplet 7% and S3 lipid droplet cell count max 1.
`CCOc1ccc(CN2CCNC(=O)C2CC(=O)N(C)Cc2nonc2C)cc1` (stereo not given) gave S3 lipid droplet inactive and S3 lipid droplet cell count max -26.
For CCCCS(=O)(=O)N1CN(S(=O)(=O)CCCC)C2NC(=O)NC21 (stereo not given) the results were S3 lipid droplet inconclusive.
For CN(CC(=O)Nc1ccc(F)cc1)C(=O)COc1ncnc2ccccc12 the results were S3 lipid droplet -3% and S3 lipid droplet cell count max 1.
For CC1CN(C(=O)CCC(=O)NC2CCCCC2)c2ccccc2S1 (stereo not given) the results were S3 lipid droplet inconclusive.
`COc1ccc(OC)c(NC(=O)CCN2CCCC(C)C2)c1` (stereo not given) gave S3 lipid droplet inconclusive.
Screening O=C(CSc1nnnn1-c1ccccc1)Nc1nsc(-c2ccc(Cl)cc2)n1 returned S3 lipid droplet inconclusive.
`N=c1oc2ccccc2cc1-c1nc(-c2ccc(Cl)cc2)cs1` gave S3 lipid droplet -19% and S3 lipid droplet cell count max -3.
Screening CCn1cc(C(=O)OCC(=O)c2ccc(Cl)cc2)c(=O)c2ccc(C)nc21 returned S3 lipid droplet inconclusive.
Screening Cc1ccc(NC(=S)NC(=O)c2ccc(F)cc2)cc1S(=O)(=O)Nc1ccccc1Cl returned S3 lipid droplet 7% and S3 lipid droplet cell count max 6.
`Cc1ccc(NS(=O)(=O)c2cccc(C(=O)NCCCN3CCCC3=O)c2)cc1` gave S3 lipid droplet inconclusive.
`OC(CNCc1ccc(Cl)c(Cl)c1)c1ccccc1` (stereo not given) gave S3 lipid droplet -1% and S3 lipid droplet cell count max -1.
For CC1(C(=O)OCC(=O)N2c3ccccc3Sc3ccccc32)CC1(Cl)Cl (stereo not given) the results were S3 lipid droplet 18% and S3 lipid droplet cell count max 10.
O=C(CCN1CCOCC1)c1ccc(Cl)cc1 was read as S3 lipid droplet inconclusive.
For O=C(Nn1cnnc1)c1cccc(S(=O)(=O)N2CCOCC2)c1 the results were S3 lipid droplet inconclusive.
For Cn1c2c(c(=O)n(C)c1=O)C1c3ccccc3OCC1C(C)(C)O2 (stereo not given) the results were S3 lipid droplet -13% and S3 lipid droplet cell count max 3.
Screening CC1(c2ccc3c(c2)OCO3)NC(=O)N(CC(=O)c2ccc[nH]2)C1=O (stereo not given) returned S3 lipid droplet inconclusive.
`CCOC(=O)c1cnc(-n2nc(C)cc2C)nc1NC1CCCC1` gave S3 lipid droplet inconclusive.
CC(C)C(c1nnnn1C1CCCCC1)N1CCOCC1 (stereo not given) was read as S3 lipid droplet inconclusive.
`COc1ccc(CC(=O)OCN2C(=O)c3ccccc3C2=O)cc1OC` gave S3 lipid droplet inconclusive.
`Cc1ccc(NC2c3ncccc3C(=O)N2Cc2cccs2)cc1` (stereo not given) gave S3 lipid droplet -5% and S3 lipid droplet cell count max -6.
Screening Cc1ccc(NC(=O)COC(=O)c2ccc3c(c2)NC(=O)C2CCCN32)cc1 (stereo not given) returned S3 lipid droplet inconclusive.
O=C(NC1CCCCC1)C(c1cccnc1)N(C(=O)c1csnn1)c1ccccc1 (stereo not given) was read as S3 lipid droplet inactive and S3 lipid droplet cell count max -29.
For Cc1cc(SCC(=O)OCC(=O)N2CCCC2=O)c(C)cc1Br the results were S3 lipid droplet inconclusive.
COc1ccc(N2CCN(C(=O)CSc3ncnc4c3cnn4-c3ccc(OC)cc3)CC2)cc1 was read as S3 lipid droplet inconclusive.
`O=C(Nc1cnccn1)Nc1ccc(Cl)cc1Cl` gave S3 lipid droplet 1% and S3 lipid droplet cell count max 1.
For C(=C(c1ccccc1)c1ccccc1)c1ccccn1 the results were S3 lipid droplet inconclusive.
Screening CCN(c1ccc(OC)cc1)S(=O)(=O)N1CCCC(C(=O)NCc2cccc(C)c2)C1 (stereo not given) returned S3 lipid droplet 24% and S3 lipid droplet cell count max -7.
CCN1CCN(CC(=O)N2N=C(c3cccs3)CC2c2ccc(C)cc2)C(=O)C1=O (stereo not given) was read as S3 lipid droplet inconclusive.
For O=C(c1cc(F)ccc1F)C1CCCN(C(=O)CCN2CCCCO2)C1 (stereo not given) the results were S3 lipid droplet 8% and S3 lipid droplet cell count max 12.
`COc1ccc(C2=CC(=O)OC3(CCCC3)O2)cc1` gave S3 lipid droplet inconclusive.
Screening C/C(=N/NC(=O)CNC(=O)c1ccco1)c1ccc(Cl)cc1 returned S3 lipid droplet inconclusive.
Screening Cc1nn(-c2ccccc2)c(/N=C/c2ccccc2O)c1-c1ccccc1 returned S3 lipid droplet inconclusive.
For C=CCSc1nnc(NC(=O)c2c(CC)noc2C)s1 the results were S3 lipid droplet inconclusive.
`O=C(CSc1nc(-c2ccccc2)ns1)N1CCOCC1` gave S3 lipid droplet inconclusive.
CCN(CC)c1ccc2cc(C(N)=O)c(=O)oc2c1 was read as S3 lipid droplet 0% and S3 lipid droplet cell count max -2.
Cc1nn(S(=O)(=O)c2ccc(Cl)cc2)c(C)c1Sc1ccc([N+](=O)[O-])cc1 was read as S3 lipid droplet -11% and S3 lipid droplet cell count max 17.
`N#Cc1cnn2ccn(C3OC(CO)C(O)C3O)c12` (stereo not given) gave S3 lipid droplet inconclusive.
Screening Cc1c(NC(=S)NC(=O)CC(C)C)c(=O)n(-c2ccccc2)n1C returned S3 lipid droplet -2% and S3 lipid droplet cell count max 0.
For CCN(CC)CCCNC(=O)c1cc2c(=O)n(C)c3ccccc3c2n1C the results were S3 lipid droplet 8% and S3 lipid droplet cell count max 8.
For Cc1ccccc1-n1c(CSC(=N)N)nc2ccccc2c1=O the results were S3 lipid droplet inconclusive.
For COCCCNC(=O)CN1C(=O)COc2ccc(S(=O)(=O)N3CCOCC3)cc21 the results were S3 lipid droplet inconclusive.
Screening COc1ccc(/C=C/C2=CC(C)(C)NC(=S)N2)c(OC)c1 returned S3 lipid droplet -15% and S3 lipid droplet cell count max 8.
Screening COc1ccc(C2(C(=O)Nc3ccc(S(N)(=O)=O)cc3)CCCC2)cc1 returned S3 lipid droplet -6% and S3 lipid droplet cell count max 4.
O=C(Nc1ccc(S(=O)(=O)N2CCOCC2)cc1)c1cc(-c2ccccc2O)n[nH]1 was read as S3 lipid droplet 14% and S3 lipid droplet cell count max 10.
CSCCC(C(=O)NCc1cccs1)N1C(=O)c2ccccc2C1=O (stereo not given) was read as S3 lipid droplet inconclusive.
Cc1ccc(C)c(CN2C(=O)c3ccccc3S(=O)c3ccc(C(=O)NCCCN4CCCC4)cc32)c1 (stereo not given) was read as S3 lipid droplet inconclusive.
CCc1ccc(Oc2cc(Cl)nc(N)n2)cc1 was read as S3 lipid droplet inactive and S3 lipid droplet cell count max 3.
For Cn1nc(-c2ccc(Cl)cc2)nc2c(=O)n(C)c(=O)nc1-2 the results were S3 lipid droplet inconclusive.
For C/C(=N/NC(=O)CNC(=O)c1ccccn1)c1ccc([N+](=O)[O-])cc1 the results were S3 lipid droplet 2% and S3 lipid droplet cell count max -7.
For COc1ccccc1NS(=O)(=O)c1cc(NC(=O)C2CCCC2)ccc1N1CCOCC1 the results were S3 lipid droplet 0% and S3 lipid droplet cell count max -1.
`Nc1nonc1-c1nc2ccccc2n1Cc1ccc(Cl)cc1` gave S3 lipid droplet 19% and S3 lipid droplet cell count max -14.

Two records drawn at random from those above:
For CCN(CC)CCCNC(=O)c1cc2c(=O)n(C)c3ccccc3c2n1C the results were S3 lipid droplet 8% and S3 lipid droplet cell count max 8.
For C=CCSc1nnc(NC(=O)c2c(CC)noc2C)s1 the results were S3 lipid droplet inconclusive.

From PubChem
